GAA spleen mod: qHTS Assay for Inhibitors and Activators of Human alpha-Glucosidase From Spleen Homogenate | 240,000 compounds, 0.006% hits | Lysosomal alpha-glucosidase (Homo sapiens), P10253 | Potency, µM (titrated, usually from 79.9 µM), inactives show at the highest dose activity change, negative = inhibition, usual class: inhibitors | AID 2112, 2009 | human spleen homogenate, 4-MU-alpha-glucoside fluorescence;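 note: 0% = enzyme with vehicle and -100% = no enzyme basal signal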
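Human spleen homogenate (1 ug) incubated with compounds and 1 mM 4-methylumbelliferyl-alpha-D-glucopyranoside in pH 5.0 citrate/phosphate buffer, 37 C, 40 min. Stopped at pH 10; 4-MU fluorescence (Ex 365/Em 440 nm); AC50 by Hill fit.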
HTT cytoprotect: qHTS Multiplex Assay to Identify Dual Action Probes in a Cell Model of Huntington: Cytoprotection (ATP). PC12 HTT-Q103 induced, cytoprotection, ATP luminescence, 40 h. Potency, µM (doses to about 56.4 µM), for inactives: cytoprotection (ATP increase), actives largely listed as activators. 230,000 compounds, 0.14% hits;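 note: % of control where 0% means no effect; nearly all actives have a fitted effect of over 45% in size; toxic huntingtin expression switched on by the ecdysone agonist tebufenozide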
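Compounds added alongside 100 nM tebufenozide, which induces toxic Q103 huntingtin exon 1-GFP in stable PC12 cells; surviving cells quantified by luminescent ATP measurement. Medium: phenol red-free DMEM, 5% equine and 5% calf serum.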
GLA spleen mod: qHTS Assay for Inhibitors and Activators of Human alpha-Galactosidase From Spleen Homogenate; human spleen homogenate, 4MU-alpha-Gal fluorescence, 40 min; Potency, µM (top dose mostly 80 µM), without a hit: at the top dose activity change, negative = inhibition, actives largely listed as inhibitors; 240,000 compounds, 0.008% hits; AID 2107, 2009;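 note: 0% = enzyme with vehicle and -100% = no enzyme basal signal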
Target sequence (P06280 32-429 limits assumed): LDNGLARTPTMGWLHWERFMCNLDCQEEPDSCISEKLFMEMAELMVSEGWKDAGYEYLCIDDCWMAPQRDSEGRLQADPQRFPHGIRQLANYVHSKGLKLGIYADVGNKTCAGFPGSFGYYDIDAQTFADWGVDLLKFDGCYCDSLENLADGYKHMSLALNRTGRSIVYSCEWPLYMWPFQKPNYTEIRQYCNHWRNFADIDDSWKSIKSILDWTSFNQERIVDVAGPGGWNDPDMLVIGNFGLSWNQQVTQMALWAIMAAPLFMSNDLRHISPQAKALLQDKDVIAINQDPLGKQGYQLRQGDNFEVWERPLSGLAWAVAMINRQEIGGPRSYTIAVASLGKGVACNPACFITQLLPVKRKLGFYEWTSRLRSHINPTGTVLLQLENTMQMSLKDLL
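qHTS titration in buffer at pH 5.0. Alpha-galactosidase activity in spleen homogenate was measured via 4-methylumbelliferone release from 1 mM fluorogenic substrate after 40 min at 37C and a pH 10 stop. AC50 came from Hill fits of control-normalized data.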
* hit, by the source's call; ? = inconclusive; & = joins results of further samples; [ ] = another dose, or the depositor's remark. Calls come from the whole dose curve; as a rule, active = well fitted curve in the direction sought with a large enough effect; inconclusive = small, poorly fitted or top-dose-only effect, or another doubt; inactive = no such curve, though single readings can be large; an effect the other way counts as inactive or inconclusive. Potency is the fitted concentration of half-maximal effect.

SMILES	GAA spleen mod	HTT cytoprotect	GLA spleen mod
COCCNc1nc(-c2ccccc2OC)nc2ccccc12	5%	-48%[inhibitor]	3%
Cc1noc(C)c1-c1cc(N2CCNCC2)ncn1	5%	15%	8%
COc1ccc(-c2nc3cnc(N4CCN(C)CC4)nc3n(C3CC3)c2=O)cc1	5%	?	20%
CCOC(=O)O[C@]1(C(=O)COC(=O)CC)CC[C@@H]2[C@@H]3CCC4=CC(=O)C=C[C@@]4(C)[C@H]3[C@H](O)C[C@]21C	2%[29.1 µM]	-8%[40.3 µM]	-1%[29.1 µM]
CCC(O)OC(O)CC (stereo not drawn)	-3%&6%	-2%&-16%	3%&-11%
CN(Cc1ccco1)c1ncncc1-c1ccc2c(c1)OCO2	7%	10%	-8%
COCCn1c(=O)c(-c2ccccc2)nc2cnc(Nc3cccc(OC)c3)nc21	-15%	-27%	0%
c1ccc(Nc2ncncc2-c2ccoc2)cc1	1%	-9%	3%
Cc1noc(C)c1C(=O)N1CCC2(CCCN(C(=O)Nc3cccc(F)c3)C2)CC1	8%	4%	5%
CCNC(=S)NCC	-1%	-45%[inhibitor]	1%
Cc1ccccc1-c1cncnc1NCc1cccnc1	1%	8%	1%
c1ccc(Nc2nc(-c3ccc4c(c3)OCO4)nc3ccccc23)cc1	3%	-294%[inhibitor]	-1%
N#Cc1ccccc1-c1ccc2ncnc(NCc3ccccc3)c2c1	-4%	-71%[inhibitor]	-9%
COc1ccc(CNc2ccnc(-c3ccccc3OC)n2)c(OC)c1	-1%	4%	0%
O=S(=O)(c1ccccc1)N1CCC2(CCCN(Cc3ccncc3)C2)CC1	-3%	10%	-9%
COc1ccccc1CN1CCCC2(CCN(C(=O)c3csnn3)CC2)C1	5%	-2%	2%
CC(C)(C)CC(C)(C)c1ccc(OCCO)cc1	9%	8%	10%
O=C(c1csnn1)N1CCC[C@@]2(CCN(c3ccncc3)C2)C1	-12%	25%	-5%
C=CCN1C(=CCO)[C@H]2C[C@H]3[C@@H]1CC[C@@]31c3ccccc3N3C=C4[C@@H]5N(/C=C/2[C@H]31)c1ccccc1[C@]51CC[C@H]2[C@H]1C[C@@H]4/C(=C/CO)N2CC=C	8%[29.1 µM]	-12%[17.1 µM]	-2%[29.1 µM]
COc1ccc(-n2c(=O)cnc3cnc(N4CCOCC4)nc32)cc1	-5%	-36%[inhibitor]	-2%
c1ccc(C(c2ccccc2)N2CCC3(CCNCC3)CC2)cc1	-13%	6%	-2%
COc1ccc(C(=O)N2CCC3(CC2)CCN(c2ncccn2)CC3)cc1	-13%	15%	-6%
COc1cccc(Nc2ncc3nc(-c4ccccc4)c(=O)n(C)c3n2)c1	-11%	-22%	1%
CN1CCN(c2ncc3nc(-c4cccc(C#N)c4)c(=O)n(C)c3n2)CC1	-5%	3%	24%

A draw from above in order of heavy-atom count, smallest number first.
SMILES	GAA spleen mod	HTT cytoprotect	GLA spleen mod
c1ccc(Nc2ncncc2-c2ccoc2)cc1	1%	-9%	3%
N#Cc1ccccc1-c1ccc2ncnc(NCc3ccccc3)c2c1	-4%	-71%[inhibitor]	-9%
COc1ccc(-c2nc3cnc(N4CCN(C)CC4)nc3n(C3CC3)c2=O)cc1	5%	?	20%
Cc1noc(C)c1C(=O)N1CCC2(CCCN(C(=O)Nc3cccc(F)c3)C2)CC1	8%	4%	5%

Other compounds follow.
SMILES	GAA spleen mod	HTT cytoprotect	GLA spleen mod
COc1ncc2nc(-c3cn(C)c4ccccc34)c(=O)n(CCC#N)c2n1	-11%	1%	1%
NCCNCCNCCNCCN	8%	?	0%
COc1ncc2nc(-c3cc(F)cc(F)c3)c(=O)n(C)c2n1	-13%	8%	-8%
Cc1ccc(N(C)C)cc1	-11%	-17%	-17%
COc1ccc2[nH]cc(CCNc3ncncc3-c3ccccc3C)c2c1	2%	-21%	-1%
O=C(Oc1ccccc1)N1CCC2(CC1)CCN(c1ccccc1)CC2	-3%	6%	21%
COc1ccc2[nH]cc(CCNc3nc(-c4c(C)noc4C)nc4ccccc34)c2c1	1%	-189%[inhibitor]	?
CC(C)COC(=O)COc1cc(Cl)c(Cl)cc1Cl	-11%	-33%[inhibitor]	-4%
CC(C=O)Cc1ccc(C(C)(C)C)cc1 (stereo not drawn)	-4%	-12%	4%
N#CCCn1c(=O)c(-c2ccc(F)cc2)nc2cnc(N3CCOCC3)nc21	-1%	9%	?
O=C(Nc1ccccc1)N1CC[C@@]2(CCCN(C(=O)c3cccc(F)c3)C2)C1	6%	14%	7%
COc1ccc(-n2c(=O)c(-c3ccc(Cl)cc3)nc3cncnc32)cc1	5%	15%	-1%
CN(C)c1ccc(-c2ccc3ncnc(NC4CC4)c3c2)cc1	3%	-159%[inhibitor]	5%
CCNc1ncc2nc(-c3cccs3)c(=O)n(Cc3ccc(F)cc3)c2n1	-4%	-1%	13%
COCCn1c(=O)c(-c2cccs2)nc2cnc(N(C)C)nc21	-6%	-27%	-5%
CCC(=O)[C@@]1(C)[C@H](C)C[C@@H]2[C@@H]3CCC4=CC(=O)C=C[C@@]4(C)[C@H]3[C@H](O)C[C@]21C	-4%[29.1 µM]	-89%[inhibitor][17.1 µM]	-4%[29.1 µM]
O[C@@](CCN1CCCCC1)(c1ccccc1)[C@@H]1C[C@H]2C=C[C@@H]1C2	-5%[29.1 µM]	3%[40.3 µM]	-6%[29.1 µM]
COc1cccc(-c2ccc3ncnc(NCc4cccnc4)c3c2)c1	3%	-118%[inhibitor]	-3%
Cc1ccc(C(C)(C)C)cc1	2%	2%	7%
CC(=O)c1ccccc1[N+](=O)[O-]	9%	23%	3%
O=c1c(CCc2ccccc2)nc2cncnc2n1Cc1ccccc1Cl	-4%	-4%	1%
O[C@H](c1cc(C(F)(F)F)nc2c(C(F)(F)F)cccc12)[C@H]1CCCCN1	-5%[29.1 µM]	-8%[40.3 µM]	10%[29.1 µM]
COc1ccccc1-c1cc(NCc2cccc(C)c2)ncn1	4%	-87%[inhibitor]	-9%
CCNc1ncc2nc(CCc3ccccc3)c(=O)n(Cc3cccc(OC)c3)c2n1	-10%	-9%	8%
Cn1c(=O)c(-c2ccccc2)nc2cnc(OCc3ccccc3)nc21	-7%	-25%	-23%
COc1ncc2nc(CCc3ccccc3)c(=O)n(-c3ccccc3)c2n1	-6%	-29%	?
O=c1c(-c2ccc(F)cc2)nc2cnc(N3CCOCC3)nc2n1-c1ccccc1	4%	-25%	0%
O=c1cnc2cnc(Nc3ccccc3)nc2n1C[C@H]1CCCO1	2%	?	-10%
O=c1cnc2cnc(Nc3ccccc3)nc2n1CCc1ccccc1	1%	-90%[inhibitor]	7%
Cc1nc2cnc(Nc3ccccc3)nc2n(Cc2cccs2)c1=O	3%	-45%[inhibitor]	-10%
CN/C(=C\[N+](=O)[O-])NCCSCc1csc(CN(C)C)n1	10%[29.1 µM]	2%[40.3 µM]	17%[29.1 µM]
CNc1ncnc2ccc(-c3cccc(OC)c3)cc12	-3%	-135%[inhibitor]	-29%
NCCNc1cccc2ccccc12	10%	18%	12%
Cc1noc(C)c1-c1nccc(N(C)C)n1	-1%	-18%	0%
O=c1cnc2cnc(OCc3ccccc3)nc2n1CCc1ccccc1	0%	10%	-6%
COC(=O)N1CCC[C@@]2(CCN(c3ccncc3)C2)C1	1%	-19%	-16%

The list goes on (7 carried over from the part before).
SMILES	GAA spleen mod	HTT cytoprotect	GLA spleen mod
Cc1nc2cnc(Nc3ccccc3)nc2n(Cc2cccs2)c1=O	3%	-45%[inhibitor]	-10%
CN/C(=C\[N+](=O)[O-])NCCSCc1csc(CN(C)C)n1	10%[29.1 µM]	2%[40.3 µM]	17%[29.1 µM]
CNc1ncnc2ccc(-c3cccc(OC)c3)cc12	-3%	-135%[inhibitor]	-29%
NCCNc1cccc2ccccc12	10%	18%	12%
Cc1noc(C)c1-c1nccc(N(C)C)n1	-1%	-18%	0%
O=c1cnc2cnc(OCc3ccccc3)nc2n1CCc1ccccc1	0%	10%	-6%
COC(=O)N1CCC[C@@]2(CCN(c3ccncc3)C2)C1	1%	-19%	-16%
CC(=O)N1CCC2(CC1)CCN(C(c1ccccc1)c1ccccc1)CC2	-6%	-25%	2%
CN1CCN(c2ncc3nc(-c4ccc(F)cc4)c(=O)n(Cc4cccs4)c3n2)CC1	-2%	-74%[inhibitor]	?
C=C(C)C1CC=C(C)C(OC(C)=O)C1 (stereo not drawn)	-5%	-9%	-4%
CC(C)(c1cc(Br)c(OCC(Br)CBr)c(Br)c1)c1cc(Br)c(OCC(Br)CBr)c(Br)c1 (stereo not drawn)	8%	-9%	-6%
CN1CCN(c2ncc3nc(-c4cc(F)cc(F)c4)c(=O)n(Cc4cccs4)c3n2)CC1	7%	-308%[inhibitor]	11%
c1ccc(CNc2cc(-c3cccnc3)ncn2)cc1	5%	15%	7%
COc1ccc(C(=O)N2CCC3(CCN(Cc4ccncc4)CC3)CC2)cc1	-10%	-32%[inhibitor]	-6%
CC12CC[C@@H]3c4ccc(OS(=O)(=O)O)cc4CC[C@H]3C1CCC2=O (stereo partly drawn)	7%[29.1 µM]	1%[40.3 µM]	12%[29.1 µM]
Cn1cc(-c2nc3cnc(Oc4ccccc4)nc3n(C)c2=O)c2ccccc21	-11%	-51%[inhibitor]	3%
O=[N+]([O-])c1ccc(NCCO)c(OCCO)c1	-17%	-18%	2%
CC(=O)NCCNc1ncnc2ccc(-c3ccccc3C#N)cc12	-1%	-46%[inhibitor]	1%
COc1ccc(NC(=O)N2CC[C@@]3(CCCN(C(C)=O)C3)C2)cc1	-12%	-13%	-8%
CC(=O)NCCNc1nc(-c2cccc(NS(C)(=O)=O)c2)nc2ccccc12	3%	-13%	8%
Cn1cccc1C(=O)N1CCC[C@@]2(CCN(C(=O)Nc3cccc(F)c3)C2)C1	0%	-6%	4%
COc1ccc(-c2nc3cnc(N(C)C)nc3n(C3CC3)c2=O)cc1	8%	-50%[inhibitor]	6%
CC(C)NC(=O)N1CCCC2(CCN(C(=O)c3ccncc3)CC2)C1	3%	-5%	-3%
CC(=O)OC(C)C	-2%	-30%	-3%
CN(C)c1ncc2nc(-c3ccc(F)cc3)c(=O)n(Cc3cccs3)c2n1	8%	-3%	6%
COc1cccc(-c2ccc3ncnc(NCc4cnc(C)cn4)c3c2)c1	9%	-95%[inhibitor]	2%
O=C(NC[C@@H](O)CO)c1c(I)c(C(=O)NC[C@@H](O)CO)c(I)c(N(CCO)C(=O)CO)c1I	11%[29.1 µM]	?	5%[29.1 µM]
Nc1ccc(F)cc1F	-6%	9%	-12%
CCC(C)O (stereo not drawn)	5%	13%	7%
COc1cccc(Cn2c(=O)c(-c3cccc(C#N)c3)nc3cnc(N4CCOCC4)nc32)c1	-4%	-83%[inhibitor]	4%
O=c1cnc2cnc(Oc3ccccc3)nc2n1Cc1ccc(F)cc1	7%	19%	-12%
Cc1onc(-c2c(Cl)cccc2Cl)c1C(=O)N[C@H]1C(=O)N2[C@H]1SC(C)(C)[C@H]2C(=O)O	-6%[29.1 µM]	-42%[inhibitor][17.1 µM]	2%[29.1 µM]
Cc1nc2cnc(Oc3cccc(Cl)c3)nc2n(CCc2ccccc2)c1=O	4%	-52%[inhibitor]	5%
COc1ccc(C(=O)N2CCC3(CC2)CN(c2cccc(-c4ccccc4)c2)C3)cc1	3%	?	4%
COc1ccccc1-c1cncnc1N(C)Cc1ccco1	7%	-21%	-4%
CCNc1ncc2nc(-c3cn(C)c4ccccc34)c(=O)n(-c3ccccc3)c2n1	5%	24%	-4%
COc1ccc(-c2nc3cnc(N4CCN(C)CC4)nc3n(Cc3cccc(OC)c3)c2=O)cc1	-9%	4%	?
N#Cc1cccc(NC(=O)N2CCC3(CC2)CCN(C(=O)c2cccc(F)c2)CC3)c1	7%	-32%[inhibitor]	0%
Cc1noc(C)c1-c1nc(NC2CC2)c2ccccc2n1	5%	-29%	-6%
COc1cccc(Cn2c(=O)c(C)nc3cnc(Oc4cccc(Cl)c4)nc32)c1	8%	-101%[inhibitor]	7%
Cn1cccc1C(=O)N1CCC2(CC1)CN(c1cccc(-c3ccccc3)c1)C2	-11%	8%	7%
Cc1onc(-c2c(F)cccc2Cl)c1C(=O)N[C@H]1C(=O)N2[C@H]1SC(C)(C)[C@H]2C(=O)O	2%[29.1 µM]	-6%[40.3 µM]	-2%[29.1 µM]
Cn1cccc1C(=O)N1CCC2(CCCN(c3ccc(-c4ccccc4)cc3)C2)CC1	2%	8%	11%

Assay outcomes deposited in PubChem by National Center for Advancing Translational Sciences (NCATS).

An excerpt (hit frequency here may not be typical).
